# TrxR1 substrate: is turned over as a substrate by rat TrxR1; O89049; Potency, µM (top dose mostly 114 µM), for inactives: at the top dose activity change, negative = substrate turnover; purified TrxR1 substrate turnover, NADPH consumption readout; 0.01% of 390,000 active; also: % is scaled to controls: 0 for no effect and ±100 for the full control effect; nearly all actives have a fitted effect of over 50% in size
# Target sequence (O89049 whole entry, looked up): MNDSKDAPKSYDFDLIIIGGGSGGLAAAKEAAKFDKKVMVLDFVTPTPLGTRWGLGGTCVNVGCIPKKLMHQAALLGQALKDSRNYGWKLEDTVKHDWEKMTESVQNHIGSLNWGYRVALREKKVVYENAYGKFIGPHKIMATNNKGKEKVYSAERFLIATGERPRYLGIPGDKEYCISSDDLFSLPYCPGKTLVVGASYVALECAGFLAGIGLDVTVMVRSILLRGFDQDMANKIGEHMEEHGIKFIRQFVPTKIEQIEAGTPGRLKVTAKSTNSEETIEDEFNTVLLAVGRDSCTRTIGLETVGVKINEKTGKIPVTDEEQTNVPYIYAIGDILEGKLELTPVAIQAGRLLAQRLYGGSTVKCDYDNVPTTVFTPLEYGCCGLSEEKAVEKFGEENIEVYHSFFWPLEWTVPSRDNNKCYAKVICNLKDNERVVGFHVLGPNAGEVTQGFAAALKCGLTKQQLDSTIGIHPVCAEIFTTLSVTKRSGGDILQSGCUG
#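 Rat TrxR1, dispensed at 90 nM, was prereduced with 400 uM NADPH (final) for 5 min at ~22 deg C, then incubated with compound 15 min before 400 uM selenite. A first-read NADPH fluorescence drop versus no-compound background flagged substrates.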
# USP1-UAF1 inh: inhibitors of human USP1/UAF1 deubiquitinase; AID 743255; 0.23% of 390,000 active; O94782; Potency, µM (top dose mostly 57.1 µM), for the others: top-dose activity change, negative = inhibition, usual class: inhibitors; recombinant USP1/UAF1, Ub-Rhodamine cleavage fluorescence; also: % is scaled to controls: 0 for no effect and ±100 for the full control effect; nearly all actives have a fitted effect of over 60% in size; inactives centre near -12
#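 Step one: compound is pinned into 1nM USP1/UAF1 in HEPES pH 7.8 buffer with TCEP. Step two: 15 min room-temperature incubation. Step three: Ub-Rho (150nM final) starts cleavage, tracked by fluorescence over six one-minute reads.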
# Vif-A3F inh: inhibitors of Vif-A3F interaction; HeLa A3F-eYFP + Vif (tagged APOBEC3F with the HIV-1 protein that degrades it), YFP fluorescence increase; Potency, µM (highest dose often 46.1 µM), for the others: at the top dose activity, negative = active; 0.2% of 390,000 active; also: % of control where 0% means no effect; nearly all actives have a fitted effect of over 65% in size
#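 Fluorescence increase (Ex 488/Em 500-530) after overnight compound treatment at 37 deg C flags inhibition of Vif-driven A3F-eYFP loss in stable HeLa A3F-eYFP/Vif cells seeded overnight beforehand.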
# ALOX12 inh: ALOX12 (human) lipoxygenase inhibition; P18054; purified 12hLO, xylenol orange hydroperoxide absorbance; Potency, µM (titrated, usually from 108 µM), for inactives: at the top dose activity change, negative = inhibition, usual class: inhibitors; 1.1% of 580,000 active; also: % is scaled to controls: 0 for no effect and ±100 for the full control effect
#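 Hydroperoxide product was detected by ferrous iron/xylenol orange as the 573 to 405 nm absorbance ratio. Arachidonic acid at 40 uM (final) was turned over for 30 min at room temperature by 150 nM human 12hLO, pH 7.0 Hepes buffer, after 15 min compound preincubation.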
# rTrxR1 inhibitor: rat TrxR1 inhibition; recombinant rTrxR1, NADPH fluorescence consumption, selenite substrate; Potency, µM (highest dose often 114 µM), for inactives: top-dose activity change, negative = inhibition, usual class: inhibitors; 1% of 390,000 active; AID 588453; also: % is scaled to controls: 0 for no effect and ±100 for the full control effect; nearly all actives have a fitted effect of over 65% in size
#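 Rat TrxR1 (90 nM in the dispensed reagent) was pre-reduced with 400 uM NADPH for 5 min at room temperature, then incubated with compound for 15 min. After 400 uM selenite was added, NADPH fluorescence (Ex 340/Em 450 nm) was followed for 8 min.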
# RXFP1 agonist: RXFP1 (human) receptor agonism; Potency, µM (series often up to 57.5 µM), inactives show at the top dose activation, hits mostly activators; Q9HBX9; AID 2676; 0.3% of 370,000 active; HEK293T-RXFP1 cAMP TR-FRET, 30 min; response scale: percent of porcine relaxin response, buffer zero; also: % is scaled to controls: 0 for no effect and ±100 for the full control effect; nearly all actives have a fitted effect of over 60% in size; many of its hits are not listed in these tables
#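 Agonist response is measured as cAMP accumulation in an RXFP1-transfected HEK293T line under PDE4 inhibition. Values are scaled between buffer-only and 29 nM porcine relaxin, and EC50s come from standard Hill equation fits.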
# Vif-APOBEC3G blk: inhibitors of Vif-APOBEC3G interaction; Q9HC16; HeLa A3G-eYFP + Vif (tagged APOBEC3G with the HIV-1 protein that degrades it), YFP fluorescence, overnight; Potency, µM (titrated, usually from 46.1 µM), for inactives: top-dose activity, negative = active, hits mostly inhibitors; 0.076% of 410,000 active; AID 602310;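 also: % is scaled to controls: 0 for no effect and ±100 for the full control effect; nearly all actives have a fitted effect of over 60% in size; hits raise eYFP signal because A3G escapes Vif-driven loss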
# Target sequence (Q9HC16 whole entry, looked up): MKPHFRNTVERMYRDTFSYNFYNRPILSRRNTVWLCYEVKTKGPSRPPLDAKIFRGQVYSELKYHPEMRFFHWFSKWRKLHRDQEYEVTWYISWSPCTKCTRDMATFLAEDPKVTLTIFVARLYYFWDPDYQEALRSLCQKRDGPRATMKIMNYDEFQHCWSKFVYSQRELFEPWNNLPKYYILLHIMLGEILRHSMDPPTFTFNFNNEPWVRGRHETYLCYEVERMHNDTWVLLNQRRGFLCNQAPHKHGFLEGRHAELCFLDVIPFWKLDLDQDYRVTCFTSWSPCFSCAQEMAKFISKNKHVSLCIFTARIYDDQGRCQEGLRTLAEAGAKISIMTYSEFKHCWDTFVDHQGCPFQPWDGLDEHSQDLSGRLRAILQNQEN
#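 HeLa cells stably expressing Vif and C-terminally eYFP-tagged A3G, seeded overnight at 37 deg C, then exposed to compound by pintool overnight at 37 deg C. Rise in yellow fluorescence (Ex 488/Em 500-530, Acumen) marks blocked Vif-driven A3G degradation.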
# RGS4 inh: inhibitors of human regulator of G protein signaling 4. 0.039% of 390,000 active. Potency, µM (series often up to 114 µM), inactives show at the top dose activity change, negative = inhibition, hits mostly inhibitors. P49798. Transcreener GDP fluorescence polarization, RGS4-accelerated GTP hydrolysis; also: % is scaled to controls: 0 for no effect and ±100 for the full control effect; nearly all actives have a fitted effect of over 75% in size; some results filed as inactive show a strong effect at the top dose
# Target sequence (P49798 whole entry, looked up): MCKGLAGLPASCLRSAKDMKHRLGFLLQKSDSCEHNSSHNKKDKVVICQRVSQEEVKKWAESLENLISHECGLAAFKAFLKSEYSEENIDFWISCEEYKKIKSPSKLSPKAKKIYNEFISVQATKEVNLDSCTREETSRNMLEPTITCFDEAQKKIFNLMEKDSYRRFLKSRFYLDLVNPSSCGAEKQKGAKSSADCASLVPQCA
#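 MLSMR compounds (23 nl, pin-transferred) preincubated 10 min at room temperature with a 500nM (2x) first reagent, then RGS4 at 900nM (2x) plus Transcreener GDP mix added; fluorescence polarization (620/688 nm) read before and after 90 min at 30 °C.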
# IDH1 R132H inh: human IDH1 R132H inhibition | O75874 | IDH1-R132H enzyme, NADPH consumption, diaphorase/resazurin fluorescence | Potency, µM (top dose mostly 76.6 µM), without a hit: at the top dose activity change, negative = inhibition, most hits filed as inhibitors | 0.093% of 390,000 active; also: % is scaled to controls: 0 for no effect and ±100 for the full control effect; nearly all actives have a fitted effect of over 65% in size
#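 IDH1-R132H (0.5 ug/mL dispensed) in pH 7.5 Tris buffer was preincubated 30 min with compound, then given a substrate mix of 0.016 mM NADPH and 2 mM alpha-KG for 80 min at room temperature; remaining NADPH was read by diaphorase/resazurin fluorescence.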
# Numbers without * were called inactive; u = inconclusive; x = no result given; [ ] = dose if it differs, or a comment. Calls follow the shape of the dose curve; as a rule, active = well fitted curve in the direction sought with a large enough effect; inconclusive = small, poorly fitted or top-dose-only effect, or another doubt; inactive = no such curve, though single readings can be large; an effect the other way counts as inactive or inconclusive. Potency is read from the fitted curve at half-maximal effect. Only part of the results is shown; count on the stated rates, not on these rows.
# Below each compound: TrxR1 substrate | USP1-UAF1 inh | Vif-A3F inh | ALOX12 inh | rTrxR1 inhibitor | RXFP1 agonist | Vif-APOBEC3G blk | RGS4 inh | IDH1 R132H inh
> C/C(=N\OCc1ccc(C#N)cc1)c1cc2ccccc2o1
  5% | -28% | -3% | 3% | 27% | 0.2% | 0% | 0% | -3%
> COCCNC(=S)Nc1ccccc1[N+](=O)[O-]
  -1% | -23% | -5% | -9% | -27% | 0.5% | -1% | -25% | 9%
> CCCCN(C(=O)c1cc(Cl)nc2ccccc12)c1c(N)n(Cc2ccccc2)c(=O)[nH]c1=O
  -4% | -5% | -2% | u | 10% | -1.0% | -4% | 2% | 0%
> N#CCC(CNc1ncc(C(F)(F)F)cc1Cl)OC(=O)c1cccc(C(F)(F)F)c1 (configuration not stated)
  -5% | -22% | -4% | -10%[57.4 µM] | 7% | 4.0% | -4% | -19% | 8%
> O=C(COC(=O)C1CCN(S(=O)(=O)c2cccs2)CC1)Nc1ccc(F)c(F)c1F
  -8% | -18% | 0% | -24% | 4% | 1.7% | 0% | -6% | 5%
> CC(C)(C)NC(=O)NC(=O)CN1CCN(S(=O)(=O)c2ccc3c(c2)CCCC3)CC1
  1% | -20% | 5% | u | 15% | 0.7% | 1% | -40% | 6%
> CCn1nc(CC(=O)Nc2nnc(CC(=O)N3CCCCC3)s2)c2ccccc2c1=O
  -4% | -11% | -16% | u | -6% | 5.8% | -2% | 14% | 0%
> Cc1ccc(NC(=O)CN(C)Cc2ccc(Cl)cc2)cc1
  3% | -11% | 5% | -17% | 15% | 1.7% | 4% | -14% | 1%
> CC(C)C(Nc1ncnc2c1oc1ccccc12)C(=O)O (configuration not stated)
  6%[57.1 µM] | -22% | -2% | -2% | 24%[57.1 µM] | 12% | 1% | -1% | 0%
> c1ccc2c(c1)CCN(c1nc3ccccc3n3cnnc13)C2
  2% | -24% | -1% | u | -2% | 4.1% | -6% | -5% | 1%
> COc1cccc(CNc2ccc3c(c2)nc(C)n3C)c1OC
  0% | -13% | -20% | 10% | 37%[2.29 µM] | -2.9% | 5% | -17% | -1%
> COCCCNc1nc2ccccc2nc1NS(=O)(=O)c1cccs1
  -3% | -1% | u | u | -16% | 2.2% | -4% | 16% | -1%
> COC(=O)c1ccc(Cn2c(O)c(N=O)c3ccccc32)o1
  -3% | -13% | -2% | u | 8% | 3.0% | 0% | -20% | 10%
> O=C(O)C1CCCCC1C(=O)NCCc1c[nH]c2ccccc12 (configuration not stated)
  9%[57.1 µM] | -4% | -9% | 0% | 16%[57.1 µM] | 0.1% | -1% | -6% | 6%
> CC(=O)c1[nH]c(C)c(C(=O)NCCc2ccc(C)cc2)c1C
  -2% | 0% | 0% | -11% | 8% | 3.6% | -3% | -18% | 14%
> CCOc1ccc(/C=N/NC(=O)c2cc(-c3ccco3)nc3ccccc23)cc1
  36%[activator] | -7% | 15% | -24% | u | 1.3% | u | u | 6%
> CC(C)(C)n1ncc2c(=O)n(CC(=O)NCc3ccccc3)cnc21
  -1%[11.4 µM] | -4% | -12% | 6% | -11%[11.4 µM] | -2.4% | u | -10% | 1%
> Cc1cc(NC(=O)CN2C(=O)CSc3ccc(S(=O)(=O)N(C)C)cc32)ccc1Br
  -1%[57.1 µM] | -19% | 5% | -32% | 16%[57.1 µM] | 0.2% | -3% | 6% | 0%
> COC(=O)C1CCN(C(=O)Cc2ccccc2OC)CC1
  -4% | -7% | 0% | -1% | 11% | -1.1% | 2% | 5% | -7%
> O=[N+]([O-])c1ccc(N/N=C/c2c[nH]c3ccccc23)c(S(=O)(=O)Nc2ccc(Cl)cc2)c1
  -11% | u | 25µM* | u | -21% | 4.0% | u | -19% | -6%
> CC(=O)c1c(C)[nH]c(C(=O)COC(=O)Cc2ccccc2F)c1C
  -7% | -20% | -26% | 295%[activator] | -4% | x | 0% | -41% | 4%
> CCOc1ccc(NC(=O)c2cc(C)nc3c2c(C)nn3-c2cccc(F)c2)cc1
  3% | -21% | 7% | -25% | 13% | 2.0% | -8% | -27% | -7%
> O=C(Nc1cccc(-c2cscn2)c1)C1CCN(Cc2ccccn2)CC1
  6% | -17% | 1% | 8% | -6% | 1.4% | -5% | 0% | 6%
> CC1CCN(N=Nc2nc3c([nH]2)c(=O)n(C)c(=O)n3C)CC1
  -11% | -2% | -3% | -4% | -13% | x | -6% | -10% | 10%
> Nc1nsnc1C(=O)NCCO
  7% | 0% | -1% | -7% | -1% | -0.3% | 1% | 13% | 0%
> CCC1CCCCN1C(=O)c1ccc(OC2CCN(C(=O)C3CC3)CC2)cc1 (configuration not stated)
  4%[57.1 µM] | -12% | -8% | 3% | 6%[57.1 µM] | -0.1% | -1% | -1% | 0%
> COc1ccc(NC(C)=O)cc1NS(=O)(=O)c1ccc2c(c1)OCCO2
  -2% | -4% | 0% | 3% | 10% | 0.3% | -1% | 0% | -6%
> O=C(O)c1cc(NS(=O)(=O)c2ccc(NC3CCCCC3)c([N+](=O)[O-])c2)cc(C(=O)O)c1
  -8% | -15% | 4% | -6% | 5% | -2.1% | 0% | 4% | 1%
> COc1ccc(Br)cc1/C=C/C(=O)OCC(=O)NCCc1ccc(S(N)(=O)=O)cc1
  -6% | -8% | -5% | -11% | -3% | x | 0% | -9% | 0%
> COc1ccc(C(=O)N2CCN(C)C(=O)[C@@H]2C)cc1OC1CCN(C(C)=O)CC1
  2% | -6% | -9% | 4% | 7% | 2.8% | -5% | -13% | 4%
> O=C(c1ccc(CS(=O)c2ccccc2Cl)o1)N1CCN(c2cccc(C(F)(F)F)c2)CC1 (configuration not stated)
  -15% | -18% | -10% | -33% | -9% | 13% | u | -12% | 10%
> COC(=O)c1cc(OC)c(OC)c(OC)c1N
  6% | -13% | 2% | 0% | -7% | 0.1% | 2% | u | 8%
> C/C=C/c1ccc(OCCN2C(=O)NC(C)(C)C2=O)c(OC)c1
  8% | 3% | -5% | 16% | 14% | 0.9% | -3% | 11% | 1%
> Cc1ccccc1N1CCN(C2CCCN(C(=O)CCC(F)(F)F)C2)CC1 (configuration not stated)
  -1% | -24% | -7% | u | 0% | -5.4% | -3% | -4% | 0%
> CCN1CCN(CCCNC(=O)c2cc3c(=O)[nH]c4ccccc4c3s2)CC1
  86%[activator] | -4% | -13% | 12% | 4% | -0.5% | 2% | -9% | 5%
> Cc1cc(NC(=O)/C=C/C(=O)N(CC(=O)NC2CCCC2)c2cccc3ccccc23)no1
  6%[57.1 µM] | -14% | -10% | 0% | 12% | -0.8% | -4% | -5% | -2%
> Cc1cc(C)c(C)c(OCCOCCN2CCN(C)CC2)c1
  -10% | 3% | 1% | -15% | 3% | 0.0% | 1% | -8% | -6%
> CC#CC(=O)N1CCC(C(=O)Nc2ccc(Oc3ccccc3)nc2)CC1
  7% | -14% | -9% | 0% | 35% | -2.1% | 2% | 24% | -17%
> Cc1ccc(/C=N/NC(=O)C(NC(=O)c2ccccc2)c2n[nH]c(=O)c3ccccc23)cc1 (configuration not stated)
  -2% | -25% | 7% | 3% | 6% | 0.8% | -10% | -13% | -9%
> Cc1cc(C)c(C)c(S(=O)(=O)N2CCC(C(=O)N3CC(C)CC(C)C3)CC2)c1C (configuration not stated)
  -14% | -4% | -6% | -9% | 0% | 1.4% | 2% | -23% | 10%
> Cc1onc(-c2c(Cl)cccc2Cl)c1/C(N)=N/OC(=O)C1CC1
  3% | -20% | 7% | 351%[activator] | 19% | -0.4% | -1% | 19% | 12%

# Record cards, as listed above.
# `O=C(c1ccc(CS(=O)c2ccccc2Cl)o1)N1CCN(c2cccc(C(F)(F)F)c2)CC1` (configuration not stated) is listed as TrxR1 substrate = -15%; USP1-UAF1 inh = -18%; Vif-A3F inh = -10%; ALOX12 inh = -33%; rTrxR1 inhibitor = -9%; RXFP1 agonist = 13%; Vif-APOBEC3G blk = u; RGS4 inh = -12%; IDH1 R132H inh = 10%
# `Cc1onc(-c2c(Cl)cccc2Cl)c1/C(N)=N/OC(=O)C1CC1` is listed as TrxR1 substrate = 3%; USP1-UAF1 inh = -20%; Vif-A3F inh = 7%; ALOX12 inh = 351%[activator]; rTrxR1 inhibitor = 19%; RXFP1 agonist = -0.4%; Vif-APOBEC3G blk = -1%; RGS4 inh = 19%; IDH1 R132H inh = 12%

# Not a retest: entries from further up.
# Below each compound: TrxR1 substrate | USP1-UAF1 inh | Vif-A3F inh | ALOX12 inh | rTrxR1 inhibitor | RXFP1 agonist | Vif-APOBEC3G blk | RGS4 inh | IDH1 R132H inh
> Cc1ccccc1N1CCN(C2CCCN(C(=O)CCC(F)(F)F)C2)CC1 (configuration not stated)
  -1% | -24% | -7% | u | 0% | -5.4% | -3% | -4% | 0%
> CCN1CCN(CCCNC(=O)c2cc3c(=O)[nH]c4ccccc4c3s2)CC1
  86%[activator] | -4% | -13% | 12% | 4% | -0.5% | 2% | -9% | 5%
> Cc1cc(NC(=O)/C=C/C(=O)N(CC(=O)NC2CCCC2)c2cccc3ccccc23)no1
  6%[57.1 µM] | -14% | -10% | 0% | 12% | -0.8% | -4% | -5% | -2%
> Cc1cc(C)c(C)c(OCCOCCN2CCN(C)CC2)c1
  -10% | 3% | 1% | -15% | 3% | 0.0% | 1% | -8% | -6%
> CC#CC(=O)N1CCC(C(=O)Nc2ccc(Oc3ccccc3)nc2)CC1
  7% | -14% | -9% | 0% | 35% | -2.1% | 2% | 24% | -17%

# Screening results as filed in PubChem BioAssay.
